# DAX1 inh-1: blocks DAX1 repression of SF-1 activated StAR promoter; HEK293T StAR-luciferase reporter, SF-1/DAX-1 repression relief; inhibition, % at 6.8 µM; 370,000 tested, 1.1% active; AID 652010;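 active = inhibition above the mean over all tested compounds plus 3 SD, cut at about 3.6% in these data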;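 also: 0% = DAX-1 cells with DMSO and 100% = cells lacking DAX-1 with DMSO; higher inhibition means more luminescence from relief of DAX-1 repression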
# PLCb3 inh: PLC-beta3 (human) inhibition, primary screen; Q01970; Purified PLC-beta3, fluorogenic substrate, fluorescence; inhibition, % at 12.2 µM; 370,000 tested, 0.18% active; in the data active = inhibition above about 11%;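 also: 0% = median of compound wells on plate and 100% = full blocker control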
# ADAM10 inh: inhibits human ADAM10 | AID 720582 | recombinant ADAM10, EDANS/DABCYL FRET peptide cleavage, 3 h | 370,000 tested, 0.62% active | inhibition, % at 7 µM;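 active = inhibition above a per-campaign cutoff equal to the mean of compounds falling between control-based bounds plus 3 SD, cut at about 20% in these data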;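 also: 0% = DMSO wells while the 100% control is not disclosed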
# Target sequence (O14672 214-748 limits assumed): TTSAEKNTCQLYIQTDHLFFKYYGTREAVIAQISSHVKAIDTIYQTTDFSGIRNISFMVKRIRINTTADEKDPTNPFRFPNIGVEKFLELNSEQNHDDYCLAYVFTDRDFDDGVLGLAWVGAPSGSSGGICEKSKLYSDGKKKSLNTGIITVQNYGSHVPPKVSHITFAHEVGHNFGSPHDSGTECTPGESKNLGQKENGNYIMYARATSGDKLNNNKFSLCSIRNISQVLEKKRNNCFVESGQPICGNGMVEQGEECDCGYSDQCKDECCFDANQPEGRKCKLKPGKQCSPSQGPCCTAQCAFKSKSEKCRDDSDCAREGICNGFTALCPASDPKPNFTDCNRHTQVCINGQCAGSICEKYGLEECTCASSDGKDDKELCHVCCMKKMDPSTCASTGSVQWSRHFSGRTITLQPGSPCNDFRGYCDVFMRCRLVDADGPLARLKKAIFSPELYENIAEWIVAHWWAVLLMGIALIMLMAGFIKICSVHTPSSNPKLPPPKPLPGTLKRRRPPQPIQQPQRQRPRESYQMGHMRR
# GAA850 FXN act: increases GAA850 frataxin promoter reporter activity; HEK293 lucGAA850 FXN promoter luciferase reporter, 24 h; percent of 10 µM SAHA response; activation, % at 6 µM; 360,000 tested, 0.56% active;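 active = activation above the average of all compounds screened plus 3 SD, cutoff fixed separately per campaign, cut at about 7.5% in these data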;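 also: 0% = DMSO wells and 100% = 10 µM SAHA wells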
# DAX1 inh-2: NR0B1 (DAX1) inhibition; P51843; HEK293 Gal4-DAX1 luciferase reporter, luminescence; inhibition, % at 6.75 µM; 340,000 tested, 0.99% active; AID 504766;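 active = inhibition above the mean over all tested compounds plus 3 SD, cut at about 4.2% in these data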;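 also: 0% = DAX1-transfected cells with DMSO and 100% = empty-vector control cells with DMSO; inhibition shows as a rise in luminescence from relieved DAX1 repression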
# ssDAF-12 act: S. stercoralis DAF-12 activation, primary screen | 370,000 tested, 1% active | AID 652126 | activation, % at 6.8 µM | HEK293 ssDAF-12/GRIP1 lit1-tk-luc reporter, luminescence; % of 3 µM dafachronic acid response;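 active = activation above the mean over all tested compounds plus 3 SD, cut at about 0.9% in these data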;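 also: 0% = DMSO-only wells and 100% = 3 µM delta7-dafachronic acid wells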
# PLCg1 inh: inhibitors of human phospholipase C gamma1 | P19174 | purified PLC-gamma1, fluorogenic substrate, fluorescence | inhibition, % at 12.2 µM | 370,000 tested, 0.84% active; in the data active = inhibition above about 9.5%
# sPLA2-III inh: Blocks human group III sPLA2 activity; AID 743126; QFRET BODIPY PC-A2 liposome hydrolysis, fluorescence; 370,000 tested, 0.56% active; Q9NZ20; inhibition, % at 12.2 µM;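 active = inhibition above mean plus 3 SD of compounds lying within the high and low control bounds, cut at about 19% in these data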;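 also: 0% = median of test compound wells and 100% = no enzyme DMSO wells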
# Target sequence (Q9NZ20 whole entry, looked up): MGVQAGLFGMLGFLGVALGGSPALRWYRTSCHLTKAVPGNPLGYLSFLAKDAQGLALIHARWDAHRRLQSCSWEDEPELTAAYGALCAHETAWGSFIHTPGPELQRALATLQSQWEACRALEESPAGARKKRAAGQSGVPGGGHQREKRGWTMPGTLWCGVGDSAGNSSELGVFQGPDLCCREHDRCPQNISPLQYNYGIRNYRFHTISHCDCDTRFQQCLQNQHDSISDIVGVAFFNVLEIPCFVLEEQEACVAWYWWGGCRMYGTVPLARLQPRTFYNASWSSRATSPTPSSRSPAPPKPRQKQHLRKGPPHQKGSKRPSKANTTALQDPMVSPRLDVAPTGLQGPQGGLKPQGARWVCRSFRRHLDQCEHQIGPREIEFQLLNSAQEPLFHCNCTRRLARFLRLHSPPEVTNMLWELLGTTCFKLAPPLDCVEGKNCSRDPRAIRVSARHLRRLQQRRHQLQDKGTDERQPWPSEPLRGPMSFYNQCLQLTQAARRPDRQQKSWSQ
# hgDAF12 agonist: hgDAF-12 agonism, primary luciferase screen | HEK293 GAL4-hgDAF12 UAS-luciferase reporter, agonist luminescence; normalized to butyrate control | activation, % at 6.8 µM | 370,000 tested, 1.8% active;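 active = activation above a cutoff set at the mean of all screened compounds plus 3 SD, cut at about 10% in these data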;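 also: 0% = DMSO wells and 100% = sodium butyrate wells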
# ADAM17 inh: ADAM17 inhibition, QFRET primary screen. recombinant ADAM17, EDANS/DABCYL FRET peptide cleavage. 370,000 tested, 0.83% active. P78536. inhibition, % at 6.95 µM;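 active = inhibition above the mean of compounds lying between control limits plus 3 SD, set per campaign, cut at about 8.5% in these data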;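 also: 0% = DMSO-only wells as the low control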
# hcDAF-12 act: activates DAF-12 receptor from parasite H. contortus | HEK293 hcDAF-12 lit1-tk-luc reporter, luminescence; 0% DMSO, 100% Δ7-dafachronic acid | activation, % at 6.8 µM | 370,000 tested, 1.4% active | AID 652067;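 active = activation above the mean of all tested compounds plus 3 SD, cut at about 5.5% in these data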;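 also: 100% = response to 3 µM Δ7-dafachronic acid high control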
# The depositor's hits bear a star.
SMILES,DAX1 inh-1,PLCb3 inh,ADAM10 inh,GAA850 FXN act,DAX1 inh-2,ssDAF-12 act,PLCg1 inh,sPLA2-III inh,hgDAF12 agonist,ADAM17 inh,hcDAF-12 act
CS(=O)(=O)c1ccc(C(=O)OCc2nnc(-c3ccccc3)o2)cc1[N+](=O)[O-],0.2,-4,-7,8.5*,-0.7,-1.5,2,-7,-0.8,3,-0.8
CC(=O)c1ccccc1C(=O)N1CCCC(CNC(=O)c2ccccc2Cl)C1 (configuration not stated),0.8,-5,-3,2.5,1.4,-0.2,-2,2,0.7,-1,-1.0
COC(OC)C1Nc2ccccc2C(=O)N1c1ccc(F)cc1 (configuration not stated),-0.2,-145,-261,0.3,-0.9,-0.7,-150,3,5.2,-65,-0.6
COc1ccc(S(=O)(=O)NCC(c2cccnc2)N2CCN(Cc3ccccc3)CC2)cc1 (configuration not stated),0.8,-6,-3,-2.0,0.2,-1.5,1,-7,-2.5,-6,-0.9
Cc1ccc(Cc2cncc(O)c2)cc1S(=O)(=O)O,0.8,-4,-6,-0.9,-0.7,-1.1,-2,-7,4.0,-4,-0.1
Cc1ccccc1C(N)c1ccncc1 (configuration not stated),-0.5,-6,-1,2.9,1.1,-1.8,3,1,1.2,-6,-1.0
CCOc1ccc(N2CC(C(=O)NCCc3ccc(S(N)(=O)=O)cc3)CC2=O)cc1 (configuration not stated),0.1,-4,-4,-0.4,2.6,-1.1,-2,-7,-1.6,-1,-1.6
COc1ccc(NS(=O)(=O)c2cccc(C(=O)Nc3ccccc3C(=O)O)c2)cc1,-0.3,-8,5,1.3,-0.3,-1.9,-2,-33,-0.4,5,1.2
CCOc1ccccc1/C=N/n1c(C2CCCCC2)n[nH]c1=S,0.0,-6,-5,1.9,-0.9,-1.3,0,13,0.1,-4,-1.7
CC(=O)Nc1cccc(NC(=O)Cc2ccc3ccccc3c2)c1,-0.7,-7,4,-1.6,-3.0,-1.3,-2,-8,-1.6,1,-3.0
Cc1cc(C)c(S(=O)(=O)NCC(c2cccnc2)N2CCN(Cc3ccccc3)CC2)c(C)c1 (configuration not stated),0.0,-9,-3,-1.5,0.5,-0.7,6,-27,1.3,5,2.1
CCCN(CCC)CCCNC(=O)c1cn(CC)c2ccc(S(=O)(=O)N3CCc4ccccc4C3)cc2c1=O,0.7,3,-3,1.4,0.0,-0.8,6,5,1.8,-4,-0.2
CSc1sc(C(=O)O)c(C)c1C(C)=O,-0.1,-1,0,-0.7,0.6,-1.5,1,2,-1.8,-2,-1.3
CCCNc1nc(-c2cc(-c3ccc(Cl)cc3)on2)cc(C(C)C)n1,-0.3,2,-18,2.2,0.1,-1.4,-1,3,0.8,0,-1.5
CC(=O)[C@H]1CC[C@H]2[C@@H]3CCC4=CC(=O)CC[C@]4(C)[C@H]3[C@H](O)C[C@]12C,0.3,-1,-8,0.5,-0.6,-1.5,0,-2,3.2,-6,-2.1
Cc1ccc(Cn2c(C(CO)Nc3nc(-c4ccc(F)cc4)cs3)nc3ccccc32)cc1 (configuration not stated),-0.6,-2,0,-0.9,0.4,-1.4,3,-2,2.0,1,0.9
O=C(CN1C(=O)S/C(=C/c2ccncc2)C1=O)N1CCOCC1,-0.5,-18,-4,0.8,-0.6,-1.6,0,18,-0.4,-2,-0.2
CCCCC(=O)Nc1ccc(NC(=O)C(C)C)cn1,-0.2,-2,1,0.8,0.1,-0.7,2,-1,5.7,-4,-0.7
CCOc1ccc(NC(=O)CN(c2ccc(OC)cc2)S(=O)(=O)c2cccs2)cc1,-1.1,0,-5,0.1,1.2,-0.9,1,-3,3.4,1,-0.3
COc1ccc(O)c(C(=O)c2cc(C(=O)NCCc3ccccc3)c(=O)n(CCc3ccccc3)c2)c1,0.1,-1,-1,0.2,0.6,-1.2,0,2,-0.2,3,-1.2
COc1ccc(CC(=O)OCC(=O)Nc2ncc(Cl)cc2Cl)cc1,0.8,-4,-7,1.5,-1.2,-0.4,-8,3,-1.4,-6,-0.7
CN(C)c1ccc(C(=O)NCC2CCCO2)cc1 (configuration not stated),1.7,2,0,3.1,-0.1,0.9,-3,2,4.6,-3,3.4
Cn1cc(S(=O)(=O)c2ccccc2)c(=O)c2cc(F)c(N3CCOCC3)cc21,-0.1,-182,-103,1.7,1.0,-1.0,-122,5,-1.8,-30,-2.7
Cc1ccc(NCC(=O)Nc2c(C)n(C)n(-c3ccccc3)c2=O)cc1S(=O)(=O)N(C)C,0.6,-9,3,0.4,0.4,-1.6,-1,0,2.8,-5,2.5
Cc1ccc(CN(C)CC(=O)Nc2ccccc2C(=O)NC2CC2)o1,-0.2,-2,-16,1.6,-0.1,-0.4,-4,-3,3.5,-4,0.9
CCCCCCNC(=O)OC12CN(C(=O)OC(C)C)N(C(=O)OC(C)C)CC1(O)CN(S(=O)(=O)c1ccc(C)cc1)C2 (configuration not stated),-1.1,3,17,-4.5,0.5,-1.6,4,-13,-3.2,7,3.0
Cc1cc(C)n2nc(C(=O)N/N=C/c3c4ccccc4cc4ccccc34)nc2n1,-0.5,-53,-3,1.1,-0.4,-2.0,-44,-5,-3.6,-1,-3.9
C/C(=N\NC(=O)c1ccccc1)c1ccccc1Br,0.7,2,6,3.2,0.7,-1.2,0,2,8.7,-1,3.7
COC(=O)CSc1nnc(CNc2ccc(OC)cc2)n1C,-0.3,-3,-3,-0.4,0.6,-0.9,-2,5,0.4,-3,-1.6
O=C(NCc1ccc(Cl)cc1)c1cc2ccccc2oc1=O,-0.9,-2,7,1.5,-0.6,-0.8,2,4,-1.4,-3,-2.2
COc1cc(NC(=O)C2CC(c3c(F)cccc3Cl)=NO2)cc(OC)c1OC (configuration not stated),-1.4,-4,3,0.9,-1.4,-1.9,-1,-5,-5.8,3,-3.7
CCN(CC)S(=O)(=O)c1ccc(S(=O)(=O)Nc2ccc(C(=O)N3CCCC3)cc2)cc1,-0.6,2,-1,-2.1,0.6,-1.1,-1,-1,-1.2,-20,-1.1
COc1cc(OC)cc(C(=O)N2CCN(C(=O)Cc3ccccc3)CC2)c1,1.2,-5,-7,-0.6,0.2,-1.0,1,8,2.9,3,-0.5
O=c1[nH][nH]cc1C=Nc1ccc(Oc2ccccc2)cc1,0.3,5,-3,-1.0,0.5,6.9*,7,1,1.3,3,-2.0
CCCc1ccc(OCC(O)CN2CCN(CCO)CC2)cc1 (configuration not stated),-0.2,-3,-2,0.6,0.3,-1.5,1,-1,2.3,-2,-1.7
CNS(=O)(=O)c1ccc2c(c1)C(=O)c1cc(S(=O)(=O)NC)ccc1CC2,0.1,3,-2,3.0,0.6,-1.6,-1,-2,2.0,-1,-0.1
Cc1ccc(C2Nc3cccc4cccc(c34)N2)s1,-0.1,-17,-13,3.1,0.3,0.3,-18,-6,4.1,-4,5.2
Nc1nnc(-c2ccc(F)cc2)s1,0.4,2,-4,2.8,-0.4,-1.3,-3,6,2.2,-2,-1.7
Cc1cc(CN2CCCC(N3CCc4ccccc4C3)C2)cc(C)c1O (configuration not stated),0.1,-15,-13,-0.5,0.9,0.8,-10,-5,11*,-8,5.3
Nc1nc(SCC(=O)NCC2CCCO2)[nH]c(=O)c1NC(=O)c1ccc(F)c(F)c1 (configuration not stated),1.2,-14,2,-1.4,0.3,-1.3,-1,2,1.5,-1,-1.9
Cc1ccc(-n2nc(C(=O)N3CCN(C)CC3)c3c4ccccc4n(C)c3c2=O)cc1,1.0,-17,-5,1.6,-1.0,0.3,-9,10,-0.7,-2,3.0
COc1ccc(OC)c(NC(=O)c2cc(-c3cc(Cl)ccc3O)n[nH]2)c1,-0.8,-3,-71,-0.2,-1.1,-1.3,-1,-10,-1.8,-25,-1.7
O=C(COC(=O)/C=C/c1cccc(Cl)c1)Nc1c(F)cccc1F,0.5,8,1,-0.1,0.2,-1.0,9,6,-0.2,5,-1.1
Cc1ccc(NC(=O)CN(C)C(=O)Cn2ncc(Cl)c(Cl)c2=O)cc1,-1.0,-1,-12,-6.5,0.5,-1.6,0,14,0.9,-1,-1.2
CC(NC(=O)COC(=O)C1CC1C)c1cccc(Cl)c1 (configuration not stated),1.4,-6,-22,-0.4,0.4,-1.4,4,9,2.4,1,-1.9

# Record cards, as listed above. Order of values: DAX1 inh-1, PLCb3 inh, ADAM10 inh, GAA850 FXN act, DAX1 inh-2, ssDAF-12 act, PLCg1 inh, sPLA2-III inh, hgDAF12 agonist, ADAM17 inh, hcDAF-12 act
# `O=c1[nH][nH]cc1C=Nc1ccc(Oc2ccccc2)cc1` is listed as 0.3, 5, -3, -1.0, 0.5, 6.9*, 7, 1, 1.3, 3, -2.0
# `O=C(COC(=O)/C=C/c1cccc(Cl)c1)Nc1c(F)cccc1F` is listed as 0.5, 8, 1, -0.1, 0.2, -1.0, 9, 6, -0.2, 5, -1.1

# Carrying on.
SMILES,DAX1 inh-1,PLCb3 inh,ADAM10 inh,GAA850 FXN act,DAX1 inh-2,ssDAF-12 act,PLCg1 inh,sPLA2-III inh,hgDAF12 agonist,ADAM17 inh,hcDAF-12 act
CNCC/C=C1/c2ccccc2CSc2ccccc21,-0.1,3,10,-2.4,-0.9,-1.1,6,-1,-2.5,-1,0.3
C#CCOCCOCCOCCNc1nc(N2CCOCC2)nc(N2CCN(C(=O)[C@H]([C@@H](C)CC)n3cc(CCCCN)nn3)CC2)n1,0.2,-1,1,1.2,1.4,-0.5,3,-1,-1.3,-6,-0.9
O=C(O)CCCC(=O)Nc1cccc(-c2nc3ccccc3[nH]2)c1,-0.2,1,-38,0.3,0.9,-0.8,-3,2,-1.8,-7,-0.1
C#CCOCCOCCOCCNc1nc(N2CCN(C(=O)[C@H](CC(N)=O)n3cc([C@@H](N)CC(N)=O)nn3)CC2)nc(N2CCN(C(=O)[C@H](CC(N)=O)n3cc([C@@H](N)CC(N)=O)nn3)CC2)n1,-0.3,-2,-3,0.1,0.4,-1.6,-3,3,-0.1,-2,0.0
CN(C)CCCNC(=S)Nc1ccc(Br)cc1,0.1,-5,-6,1.1,1.1,-1.1,4,-6,-3.0,-3,0.3
CCCn1c(C(C)Nc2nc(-c3ccc(OC)cc3)cs2)nc2ccccc21 (configuration not stated),0.2,-8,0,1.6,1.1,-0.5,-7,-4,-0.9,0,2.0
CC(C)c1ccc(C2=NN(c3ccccc3)C(=O)CC2)cc1,-0.5,5,15,1.7,0.8,-1.2,5,-1,0.4,4,0.3
CC(C)(C)NC(=O)c1ccc(COCC(F)(F)F)o1,0.8,0,-11,0.4,0.8,-1.1,2,0,-1.5,1,3.7
NNC(=O)CSc1ncc(-c2ccccc2)[nH]1,-0.5,-4,-6,-1.4,-1.4,-0.8,5,3,4.4,-4,-0.2
O=C(Cn1cc(C(F)(F)F)ccc1=O)N/N=C/c1ccccc1,-0.5,-2,0,-1.1,-1.3,-1.8,2,-2,-1.7,0,0.2
COc1ccc(CNC(=O)C2CCN(C(=O)c3cccc(Cl)c3)CC2)cc1,-0.5,-6,2,0.1,0.5,-1.0,-1,-3,-0.1,-2,-0.1
Cc1nc2sccn2c1-c1csc(NCc2ccccc2)n1,-2.4,-2,4,-2.2,-2.8,-2.5,-1,4,-6.9,-1,-3.3
CC(=O)N/C(=C/c1ccc(Cl)cc1)C(=O)NCCc1c[nH]c2ccccc12,-0.7,-1,6,1.5,-0.5,-1.1,5,-36,-1.9,2,-0.8

# Screens (PubChem)
